TDP1 inh = qHTS Assay for Inhibitors of Tyrosyl-DNA Phosphodiesterase (TDP1); Tyrosyl-DNA phosphodiesterase 1 (Homo sapiens), Q9NUW8; recombinant TDP1, AlphaScreen DNA substrate cleavage; Potency, µM (titrated, usually from 130 µM), without a hit: at the top dose activity change, negative = inhibition, usual class: inhibitors; 350,000 tested, 0.28% active; AID 485290, 2010; further: nearly all actives have a fitted effect of over 40% in size
Target sequence (Q9NUW8 whole entry, looked up): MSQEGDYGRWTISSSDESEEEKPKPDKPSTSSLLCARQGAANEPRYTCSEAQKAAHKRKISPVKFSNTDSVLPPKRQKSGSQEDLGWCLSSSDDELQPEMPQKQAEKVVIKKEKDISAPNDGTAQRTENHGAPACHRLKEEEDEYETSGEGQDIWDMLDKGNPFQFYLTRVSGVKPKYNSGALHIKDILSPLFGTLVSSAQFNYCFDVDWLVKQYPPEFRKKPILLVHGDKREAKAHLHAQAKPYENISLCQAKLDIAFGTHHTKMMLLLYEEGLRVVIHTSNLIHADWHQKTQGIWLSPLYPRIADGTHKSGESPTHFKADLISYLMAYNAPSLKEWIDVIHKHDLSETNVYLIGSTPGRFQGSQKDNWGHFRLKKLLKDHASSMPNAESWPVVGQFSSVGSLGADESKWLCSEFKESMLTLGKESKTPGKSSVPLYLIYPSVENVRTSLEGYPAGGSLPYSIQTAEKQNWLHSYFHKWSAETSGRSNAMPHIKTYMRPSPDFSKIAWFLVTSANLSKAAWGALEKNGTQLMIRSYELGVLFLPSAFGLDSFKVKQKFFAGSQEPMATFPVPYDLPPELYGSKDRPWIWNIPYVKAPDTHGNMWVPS
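E. coli-derived human Tdp1, 1 nM final. Cpd preinc 15 min RT; substrate 15 nM final, 5 min RT; AS bead mix 10 ug/ml final, 10 min RT. Signal loss = tyrosine-FITC cleavage. No-enzyme wells = max signal.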
N370S GC mod = qHTS Assay for Inhibitors and Activators of N370S glucocerebrosidase as a Potential Chaperone Treatment of Gaucher Disease | N370S GC spleen homogenate, 4MU-glucoside fluorescence | Potency, µM (series often up to 59.4 µM), without a hit: top-dose activity change, negative = inhibition, usual class: inhibitors | 330,000 tested, 0.092% active;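 further: 0% = full enzyme activity and -100% = no enzyme basal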
FEN1 inh = qHTS Assay for the Inhibitors of Human Flap endonuclease 1 (FEN1); Recombinant FEN1 flap cleavage, fluorescence, 15 min; Potency, µM (doses to about 114 µM), without a hit: top-dose activity change, negative = inhibition, usual class: inhibitors; AID 588795, 2011; 390,000 tested, 0.35% active; further: nearly all actives have a fitted effect of over 65% in size
Target sequence (P39748 whole entry, looked up): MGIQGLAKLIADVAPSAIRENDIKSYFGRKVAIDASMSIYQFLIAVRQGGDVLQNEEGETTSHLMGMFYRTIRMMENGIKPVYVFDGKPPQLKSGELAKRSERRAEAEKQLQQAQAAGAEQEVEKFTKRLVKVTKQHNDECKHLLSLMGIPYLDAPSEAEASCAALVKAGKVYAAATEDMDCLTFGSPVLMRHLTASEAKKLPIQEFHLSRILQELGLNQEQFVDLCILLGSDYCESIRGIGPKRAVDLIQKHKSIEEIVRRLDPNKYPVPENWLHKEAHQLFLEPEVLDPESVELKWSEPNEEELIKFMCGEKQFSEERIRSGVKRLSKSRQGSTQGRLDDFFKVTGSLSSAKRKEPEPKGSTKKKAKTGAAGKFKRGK
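Read-out was taken twice, immediately and after 15 min, following addition of 50 nM substrate to 10 nM FEN1 that had sat with test compound for 15 min at room temperature. Curves came from a four-parameter Hill model.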
The depositor's hits bear a star; ? = inconclusive; / = not tested or not shown; & = joins results of further samples; [ ] = dose if it differs, or a comment. The call rests on the fitted dose curve; in most records, active means well fitted curve in the direction sought with a large enough effect; inconclusive means small, poorly fitted or top-dose-only effect, or another doubt; inactive means no such curve, though single readings can be large; an effect the other way counts as inactive or inconclusive. Unless noted, on the % scale 0 is the no-effect control and ±100 the full control effect; potency means the concentration at half of the fitted maximal effect.

SMILES	TDP1 inh	N370S GC mod	FEN1 inh
Cc1ccc(C2OCC3(CO2)COC(c2ccc(C)cc2)OC3)cc1 (stereo not given)	5%	-7%	0%
NS(=O)(=O)c1ccc(CCNC(=O)CCc2nc3ccccc3s2)cc1	/	-1%	-7%
O=C(Nc1cccc2c1CCCC2)c1cc([N+](=O)[O-])cc([N+](=O)[O-])c1	-3%	-2%	-1%
CCOC(=O)C1CCC(CN(Cc2ccc(Cl)cc2)S(=O)(=O)c2cccc(Cl)c2C)CC1 (stereo not given)	-3%	/	0%
O=C(NCc1ccccn1)c1cc2ccccc2oc1=O	8%	1%	-13%
COc1cc(OC)cc(C(=O)Nc2ccc([N+](=O)[O-])cn2)c1	1%	4%	-2%
COC(=O)CCc1nc2ccccc2[nH]c1=O	8%	5%	3%
Cc1ccc2c(cnn2C(=O)CCCC(=O)NCc2cccc(F)c2)c1	/	-2%	15%
Cc1ccc(C)c(S(=O)(=O)N2CCCOC2CNC(=O)C(=O)NCCc2ccccc2)c1 (stereo not given)	4%	-9%	0%
COc1cccc(OC)c1OCCNC(C)(C)C	-4%	4%	-10%
CCOC(=O)NCCc1c(C)nc2c(c(C)nn2C(C)(C)C)c1C	5%	-5%	-10%
COC(=O)C(CC(=O)c1ccc(C)cc1)n1cccn1 (stereo not given)	/	-1%	1%

Full records from above. Screens in order: TDP1 inh | N370S GC mod | FEN1 inh
COc1cc(OC)cc(C(=O)Nc2ccc([N+](=O)[O-])cn2)c1 is entered as 1% | 4% | -2%
Cc1ccc2c(cnn2C(=O)CCCC(=O)NCc2cccc(F)c2)c1 is entered as / | -2% | 15%
COc1cccc(OC)c1OCCNC(C)(C)C is entered as -4% | 4% | -10%
CCOC(=O)C1CCC(CN(Cc2ccc(Cl)cc2)S(=O)(=O)c2cccc(Cl)c2C)CC1 (stereo not given) is entered as -3% | / | 0%

New compounds follow.
SMILES	TDP1 inh	N370S GC mod	FEN1 inh
O=C(NNC(=O)C1CCN(Cc2cccc(F)c2)CC1)c1cccs1	-3%	8%	-3%
COc1cc(SC)ccc1C(=O)Nc1ccc2ncccc2c1	/	?	-1%
CCOC(=O)C1CCCN(C(=O)c2ccc3c(c2)sc2nc(-c4ccc(C)cc4C)cn23)C1 (stereo not given)	-3%	/	24%
Cc1cc(NC(=O)c2cc(Cl)ccc2Cl)no1	-1%	4%	0%
COc1ccc2c(CNCc3cccs3)c(C(=O)O)n(Cc3ccc(F)cc3)c2c1	3%	/	-14%
CCCCC[C@H](O)/C=C/[C@H]1[C@H](O)CC(=O)[C@@H]1CCCCCCC(=O)O	9%&5%	-1%&5%	/
COc1ccc(CCNS(=O)(=O)c2cc3c4c(c2)C(C)C(=O)N4CCC3)cc1OC (stereo not given)	2%	-3%	-2%
COC(=O)c1cc(CN2C(=O)c3ccccc3C2=O)c(O)c([N+](=O)[O-])c1	/	-2%	?
CCC(CC)C(=O)OCC(=O)Nc1cccc([N+](=O)[O-])c1	3%	-7%	9%
Cc1ccc(OCC(=O)NCCNC(=O)c2ccccn2)cc1	4%[0.0935 µM]	0%	-2%
Cc1ccc(CCNC(=O)c2ccc3c(c2)nc2n3CCCCC2)cc1	0%	/	8%
CCC1=NN(C(=O)c2ccc(Cl)cc2)C(O)(c2ccccc2)C1 (stereo not given)	2%	-2%	-4%

Molecules listed so far with a COOH group, in the order listed:
SMILES	TDP1 inh	N370S GC mod	FEN1 inh
COc1ccc2c(CNCc3cccs3)c(C(=O)O)n(Cc3ccc(F)cc3)c2c1	3%	/	-14%
CCCCC[C@H](O)/C=C/[C@H]1[C@H](O)CC(=O)[C@@H]1CCCCCCC(=O)O	9%&5%	-1%&5%	/

(further entries)
SMILES	TDP1 inh	N370S GC mod	FEN1 inh
COc1ccc(-c2nnc(OCc3ccccc3)c3ccccc23)cc1	0%	28%	-9%
O=C(NC1CCN(Cc2ccc(Cl)cc2Cl)CC1)c1ccccc1	/	?	22%
COCCN(C(=O)CSc1nnc(-c2cccc(C)c2)n1C)c1c(N)n(Cc2ccccc2)c(=O)[nH]c1=O	0%	-1%	0%
COc1ccc(CCN2CC(C(=O)NCc3cccc4[nH]ccc34)CCC2=O)cc1 (stereo not given)	5%	-4%	8%
CN1CCN(c2ccncc2S(=O)(=O)N2CCCCC2)CC1	2%	-13%	5%
Cn1c(=O)c2c(nc(NCCO)n2CCc2ccccc2)n(C)c1=O	2%	2%	-16%
CC1(C)N=C(c2ccccc2)C(=O)N1	2%	-1%	-2%
O=C(O)/C(=C\c1cccs1)c1ccccc1	0%	-23%	2%
COc1cccc(CC(NC(C)=O)C(=O)NC2CCN(c3c4c(nc5ncnn35)CCC4)CC2)c1OC (stereo not given)	-2%	-8%	/
O=C1c2ccc(-c3ccc(F)cc3OCc3ccccc3)cc2S(=O)(=O)c2cccc(C(=O)N3CCN(c4ncc(Br)cn4)CC3)c21	6%	/	9%
Cc1cc2nc(NC3=NCN(CCN4CCOCC4)CN3)nc(C)c2cc1C	0%	3%	/
CCOC(=O)C1CCCN(c2c(NCCCN(C)Cc3ccccc3)c(=O)c2=O)C1 (stereo not given)	4%	6%	5%
CCOC(=O)N1CCN(C(=O)CN(Cc2ccc(Cl)cc2)S(C)(=O)=O)CC1	5%	1%	-5%
Cc1ccc(-n2ncc(C(=O)N3CCN(c4ncccn4)CC3)c2C2CCN(C(=O)OC(C)(C)C)CC2)cc1	-2%	/	22%
CCS(=O)(=O)N1CCc2cc(OC)c(OC)cc2C1	-5%	-3%	-2%
CC(C)Cc1cc(C(=O)Nc2cc(Cl)ccc2Cl)no1	3%	5%	-4%
O=C(NCc1ccc(F)cc1)C(Cc1ccccc1)n1cccc1 (stereo not given)	3%	9%	-22%
c1ccc(CN2CCN(c3nc4ccccc4n4cnnc34)CC2)cc1	4%	0%	-14%
Clc1ccc2oc(-c3ccccc3)cc(=NCCCN3CCOCC3)c2c1	6%	26%	-20%
O=C(CN1CCOc2ccccc21)NC1CCN(Cc2ccccc2)CC1	0%	3%	20%
CCOc1ccc(NC(=O)CN2C(=O)COc3ccc(Cl)cc32)cc1	1%	12%	10%
COc1cc(C)c(NC(=O)C2CCN(S(=O)(=O)c3cccs3)CC2)cc1OC	0%	/	2%
CC(C)(C)C(=O)Cn1c(=O)n(-c2ccc(Cl)c(Cl)c2)c(=O)c2c3c(sc21)CCCC3	-3%	/	1%
Cc1nn(CCO)c2nc(-c3cccs3)cc(C(F)(F)F)c12	3%	13%	-5%
COc1cccc(Cn2c(=O)c3ccccc3n3nc(C)cc23)c1	-3%	10%	-8%
CC(C)NC(=O)CSc1nnc(C2CC2)n1-c1ccccc1	6%	3%	-2%
Cc1cc(OC(C)C(=O)N2C[C@H]3C[C@@H](C2)c2cccc(=O)n2C3)c2c(C)c(C)c(=O)oc2c1 (stereo not given in full)	/	-4%	-1%
FC(F)(F)c1cc(Cl)c2nnc(C(F)(F)Cl)n2c1	-3%	1%	-1%
CC(C#Cc1c([C@@H](C)Oc2ccccc2)nnn1Cc1ccccc1)Oc1ccccc1 (stereo not given in full)	?	3%	4%
Nc1nc[nH]c(=O)c1N=Cc1ccccc1	6%	7%	-4%
Cn1nccc1C(=O)N1CCc2c([nH]c3ccccc23)C1c1ccc(F)cc1 (stereo not given)	7%	1%	-28%
C/C(CC(=O)Nc1c(C)cc(C)cc1C)=N\NC(=O)c1cnccn1	0%	-4%	0%
N#Cc1cc2c([nH]c1=O)CCCC2	5%	9%	12%
CCCOc1ccc(/C(O)=C2/C(=O)C(=O)N(CCN(C)C)C2c2ccc(OC)c(OC)c2)cc1 (stereo not given)	-3%	-4%	7%
COC(=O)CC1SC(=O)NC1=Nc1ccc(OC)cc1 (stereo not given)	-5%	9%	10%
COc1cc(NS(=O)(=O)c2ccccc2)ccc1-n1nc(C)cc1C	-1%[56.1 µM]	2%	8%
Cc1cccnc1Nc1nc(-c2ccccc2)cs1	7%	-1%	0%
CC(=O)Nc1ccc(NC(=O)CCS(=O)(=O)c2ccc3c(c2)oc(=O)n3C)cc1	0%	-7%	22%
O=C(Nc1ccccc1F)C1CCCN1S(=O)(=O)c1cccc2nsnc12 (stereo not given)	5%	5%	-5%
Cc1ccc(-c2csc(Cc3nc(-c4ccc5c(c4)CCC(=O)N5)cs3)n2)cc1	11%	-3%	-12%
OCC1CCN(Cc2nc(Cc3ccccc3Cl)no2)CC1	-3%	-9%	-11%
Cc1cccc(C(=O)NC(C(=O)Nc2nc(-c3ccccn3)cs2)C(C)C)c1 (stereo not given)	2%	-4%	-10%
COc1cccc(NC(=O)C(=O)NCCc2sc(-c3cccc(C)c3)nc2C)c1	-4%	/	4%
Cc1cc(Cl)c(OCCOCCN2CCN(C)CC2)c(Br)c1	/	-3%	-3%
COc1cccc(C(=O)N2CCOCC2)c1	0%	-3%	48%[activator]
N#CCCN(Cc1ccccc1)C(=S)NC(=O)c1ccccc1	5%	-5%	-5%
O=C(CN1c2cccc3cccc(c23)S1(=O)=O)NC1CCCCC1	-3%	/	?
CCOC(=O)c1ccc2c(c1)N(CC#N)C(=O)C(C)(C)O2	0%	3%	21%
Cc1ccccc1/C=C1\Oc2ccccc2C1=O	1%	/	-21%
COc1cc2c(cc1NC(=O)c1cccnc1)CCCC2	2%	9%	-3%
O=C(CN1C2=NCCCN2c2ccccc21)c1cccs1	-8%	-5%	1%
O=[N+]([O-])c1cc([N+](=O)[O-])c(Oc2ccc(Br)cc2Br)cc1NN1CCCCC1	/	-1%	-17%
N#Cc1ccc(Cn2c(-c3ccc(F)cc3)noc2=O)cc1	/	-4%	0%
Cc1cc(NC(=O)c2ocnc2C)no1	-14%	11%	0%
O=C(COc1ccc(Cl)cc1[N+](=O)[O-])N/N=C/c1cccs1	2%	-1%	-12%
CC(/C=N/NC(=O)CN1CCN(Cc2ccc(Cl)cc2)CC1)=C\c1ccco1	5%	-9%	-1%
CCOC(=O)N1CCN=C1SCc1ccc(Cl)c(Cl)c1	-6%	-2%	-8%
O=C(CCC(=O)N1CCOc2ccccc21)NCCc1ccccc1	/	-1%	-1%
CC(=O)c1ccc(NC(=O)CN2C(=O)CCc3ccccc32)cc1	8%	/	8%
CC(C)=CCN1CCN(Cc2cn(C(C)C)c3ccccc23)CC1CCO (stereo not given)	/	-1%	6%

6 entries from above, in markdown:
| molecule | TDP1 inh | N370S GC mod | FEN1 inh |
| --- | --- | --- | --- |
| O=C(CCC(=O)N1CCOc2ccccc21)NCCc1ccccc1 | / | -1% | -1% |
| O=C(COc1ccc(Cl)cc1[N+](=O)[O-])N/N=C/c1cccs1 | 2% | -1% | -12% |
| COc1cc2c(cc1NC(=O)c1cccnc1)CCCC2 | 2% | 9% | -3% |
| CCOC(=O)N1CCN=C1SCc1ccc(Cl)c(Cl)c1 | -6% | -2% | -8% |
| Cc1ccccc1/C=C1\Oc2ccccc2C1=O | 1% | / | -21% |
| CC(/C=N/NC(=O)CN1CCN(Cc2ccc(Cl)cc2)CC1)=C\c1ccco1 | 5% | -9% | -1% |

Other structures.
SMILES	TDP1 inh	N370S GC mod	FEN1 inh
NC(=O)C1CCN(c2nc(-c3ccc(F)cc3)cs2)CC1	1%	/	5%
Oc1ccc(-c2c(-c3ccsc3)sc3ccccc23)cc1	/	-7%	-21%
O=C(CSc1n[nH]c(-c2ccccc2O)n1)NC1CCCCC1	1%[0.0935 µM]	-5%	-10%
CC1=NOC(=O)/C1=C/c1ccc(O)c(Cl)c1	/	-8%	-6%
CCOc1ccccc1CN1CCc2nc(N3CCN(c4ccccc4F)CC3)ncc2C1	6%	/	-11%
Cc1ccc(/C=N/N2CCN(C3c4ccccc4-c4ccccc43)CC2)s1	-1%	0%	-11%
CC1=NN(C(=O)CSCc2ccccc2)C(O)(c2ccc(Cl)cc2)C1 (stereo not given)	2%	-13%	-18%
COc1ccc([C@H]2CC(=O)c3c(O)cc(O)cc3O2)cc1O	3%	-18%	-4%
COc1ccc(CCNC(=O)C(C)c2ccc([N+](=O)[O-])cc2)cc1 (stereo not given)	-8%	-1%	-17%

Bioassay records from PubChem.
